D3 ag: activates the human D3 dopamine receptor; max activation, %; P35462; 410,000 compounds, 0.58% hits; D3R DiscoveRx beta-arrestin cells, luminescence, 90 min; in the data active = max activation above about 30%; also: 0% is about no effect; mostly tested at two doses, the higher about 12 µM
Target sequence (P35462 whole entry, looked up): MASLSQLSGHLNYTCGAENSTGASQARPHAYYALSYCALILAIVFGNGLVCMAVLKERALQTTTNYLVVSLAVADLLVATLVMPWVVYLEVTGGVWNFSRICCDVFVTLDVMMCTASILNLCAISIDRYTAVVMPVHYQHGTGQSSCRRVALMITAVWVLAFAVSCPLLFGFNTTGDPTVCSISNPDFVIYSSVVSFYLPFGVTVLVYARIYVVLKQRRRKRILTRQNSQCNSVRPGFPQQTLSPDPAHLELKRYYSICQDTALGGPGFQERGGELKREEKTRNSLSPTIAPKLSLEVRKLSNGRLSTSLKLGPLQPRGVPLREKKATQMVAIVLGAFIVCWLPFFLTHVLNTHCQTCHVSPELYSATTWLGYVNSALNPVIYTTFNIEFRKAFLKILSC
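Agonist-mode cell screen: cells plated at 1500/well and incubated overnight at 37 °C, then exposed to library compounds for 90 min at 37 °C. Detection reagent was added for 30–60 min at room temperature, and luminescence was read.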
IL1B secr inh: blocks inflammasome-driven IL-1 beta release. 360,000 compounds, 4.7% hits. activity change, % at 57.5 µM. THP-1 LPS/ATP IL-1B secretion, AlphaLISA, 16 h; hits give low values; in the data active = activity change below about -50%; inconclusive = mostly about -30% to -49%; also: % is scaled to controls: 0 for no effect and ±100 for the full control effect
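Secreted IL-1B measured by AlphaLISA bead assay after 16 h compound exposure of THP-1 cells; compounds (final up to 57.5 uM) added 1 h before LPS (250 ng/mL) and ATP (1.25 mM) stimulation; lower signal means less secretion.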
KB-3-1 cytotox: KB-3-1 parental cell cytotoxicity; KB-3-1 viability, CellTiter-Glo ATP luminescence, 72 h; Potency, µM (doses to about 46.1 µM), for the others: at the top dose activity change, negative = cytotoxic, hits mostly cytotoxic; 400,000 compounds, 1.4% hits; AID 1347075; also: potency is read from the fitted curve at half-maximal effect; % is scaled to controls: 0 for no effect and ±100 for the full control effect; nearly all actives have a fitted effect of over 60% in size
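Cytotoxicity measured as CellTiter-Glo luminescence after 72 h at 37 C. Compound titrations were pinned onto drug-naive KB-3-1 parental adenocarcinoma cells grown in DMEM with 10% FBS, and normalized data fitted to concentration-response curves.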
DRD3 antagonist: blocks the human D3 dopamine receptor; D3R cells, DiscoveRx beta-arrestin luminescence, antagonist mode; hits give low values; max response, negative = inhibition, %; 360,000 compounds, 2.5% hits; AID 652054; in the data active = max response below about -50%; inconclusive = no clear call, values can overlap the other calls; also: % is scaled to controls: 0 for no effect and ±100 for the full control effect; mostly tested at two doses, the higher about 12 µM
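Cells expressing the human receptor were seeded at 1500 cells/well, incubated overnight at 37 degrees C in 5% CO2, then exposed to library compounds with dopamine controls for 90 minutes at 37 degrees C before luminescent detection.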
HT1080NT lethal: kills 2HG-producing HT-1080-NT fibrosarcoma cells; HT-1080-NT fibrosarcoma viability, CellTiter-Glo ATP luminescence, 48 h; Potency, µM (titrated, usually from 46.1 µM), for the others: top-dose activity, negative = less viability, most hits filed as cytotoxic; 360,000 compounds, 1.6% hits; AID 686970;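 also: NT is the 2HG producing partner of a matched IDH1 knockdown line; potency is read from the fitted curve at half-maximal effect; 0% = DMSO-treated cells and -100% = media-only wells without cells; nearly all actives have a fitted effect of over 55% in size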
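Compounds were tested in concentration-response format on HT-1080-NT cells for 48 hours at 37 degrees C. Cell viability came from CellTiter-Glo luminescence; curves were classified by r2, response magnitude and activity.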
GLP-1R agonist: GLP-1 receptor (human) agonism | P43220 | HEK293 GLP-1R CRE-luciferase, luminescence, 4-6 h; cells express a hypersensitive GLP-1R form | Potency, µM (titrated, usually from 45.6 µM), without a hit: top-dose activation, actives largely listed as activators | 380,000 compounds, 0.007% hits | AID 624172; also: potency is read from the fitted curve at half-maximal effect; % of control where 0% means no effect
Target sequence (P43220 whole entry, looked up): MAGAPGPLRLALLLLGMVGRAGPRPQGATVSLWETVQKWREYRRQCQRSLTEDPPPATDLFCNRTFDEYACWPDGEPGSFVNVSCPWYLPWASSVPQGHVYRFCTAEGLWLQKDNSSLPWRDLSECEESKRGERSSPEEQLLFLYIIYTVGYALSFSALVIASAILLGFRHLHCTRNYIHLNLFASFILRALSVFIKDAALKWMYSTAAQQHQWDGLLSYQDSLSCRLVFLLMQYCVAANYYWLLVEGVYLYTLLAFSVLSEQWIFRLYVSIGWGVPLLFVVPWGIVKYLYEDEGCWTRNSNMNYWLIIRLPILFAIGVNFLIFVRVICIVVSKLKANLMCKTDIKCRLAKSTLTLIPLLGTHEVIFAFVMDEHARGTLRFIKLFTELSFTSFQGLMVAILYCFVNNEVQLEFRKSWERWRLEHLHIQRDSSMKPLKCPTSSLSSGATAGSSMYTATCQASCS
HT1080 IDH1KD tx: kills HT-1080 cells with IDH1 knockdown | HT-1080 IDH1 knockdown viability, ATP luminescence, 48 h | Potency, µM (series often up to 46.1 µM), for the others: top-dose activity, negative = toxicity, hits mostly cytotoxic | 360,000 compounds, 2% hits;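 also: potency is read from the fitted curve at half-maximal effect; 0% = DMSO wells and -100% = cell-free medium wells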
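HT-1080-IDH1KD cells (IDH1 knocked down), 750/well in RPMI with 5% FBS, treated with compound 48 h at 37 degrees C. Viability by CellTiter-Glo luminescence, normalised to DMSO and no-cell wells; concentration-response curves classed.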
KB-V1 MDR tox: kills drug-selected multidrug resistant KB-V1 cells; Potency, µM (series often up to 46.1 µM), without a hit: at the highest dose activity change, negative = cytotoxicity, most hits filed as cytotoxic; KB-V1 MDR cells viability, CellTiter-Glo, 72 h; AID 1347076; 400,000 compounds, 3.4% hits; also: potency is read from the fitted curve at half-maximal effect; % is scaled to controls: 0 for no effect and ±100 for the full control effect; nearly all actives have a fitted effect of over 60% in size
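Following 72 h at 37 degrees C with compound, KB-V1 cell viability was read by CellTiter-Glo luminescence, medium being phenol-red-free DMEM plus 10% FBS; concentration-response parameters came from normalized, curve-fitted qHTS data.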
SW480 rereplic: inducers of DNA re-replication in SW480 colon cancer cells. 340,000 compounds, 1.8% hits. Potency, µM (top dose mostly 46.1 µM), inactives show at the top dose re-replication activation, usual class: activators. AID 624297. SW480 DNA re-replication, Hoechst DNA content imaging, 48 h; also: potency is read from the fitted curve at half-maximal effect; % of control where 0% means no effect; nearly all actives have a fitted effect of over 55% in size
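Readout is total intensity of Hoechst-stained nuclei, excited at 405 nm and collected at 500-530 nm. Compound treatment lasted 48 hr at 37 C in 5% CO2 before staining.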
* hit, by the source's call; u = inconclusive; x = no result given; & = joins results of further samples; [ ] = remark or other dose. Unless noted, calls follow the shape of the dose curve; as a rule, active = well fitted curve in the direction sought with a large enough effect; inconclusive = small, poorly fitted or top-dose-only effect, or another doubt; inactive = no such curve, though single readings can be large; an effect the other way counts as inactive or inconclusive.

SMILES | D3 ag | IL1B secr inh | KB-3-1 cytotox | DRD3 antagonist | HT1080NT lethal | GLP-1R agonist | HT1080 IDH1KD tx | KB-V1 MDR tox | SW480 rereplic
O=C(/C=C/c1ccccc1)Nc1ccc(C(=O)N2CCCCC2)cc1 | 0 | -20 | 10% | -10 | -11% | 14% | -10% | 0% | -1%
Cc1cc(C)n2nc(-c3sccc3-n3c(C)ccc3C)cc2n1 | -5 | 0 | 0% | -12 | 5% | 16% | -12% | -11% | 2%
O=C(c1ccc2nc[nH]c2c1)N1CCN(c2ncc(C(F)(F)F)cc2Cl)CC1 | 7 | -14 | u | 11 | -1% | 9% | -15% | u | -6%
CCCCc1nc2cc(C(=O)N3CCC(O)CC3)ccc2o1 | 2 | -5 | 1% | -5 | 4% | -1% | 0% | 18% | -7%
Cn1c(SCc2ccc([N+](=O)[O-])cc2)nnc1-c1cccnc1 | -7 | 22 | 4% | 35 | 17% | 0% | 15% | -5% | -6%
Cc1cc(NC(=O)CN2C(=O)CCSc3ccccc32)no1 | -7 | 19 | 6% | -3 | 9% | 0% | 9% | -21% | -1%
O=C(Nc1ccc2c(c1)OCO2)Nc1ccc(Cl)cc1Cl | 0 | u | 25% | -10 | -1% | -6% | -2% | 2% | -21%
COc1ccc(/C=N/NC(=O)CCn2nc(C)cc2C)cc1O | -3 | 17 | -2% | 0 | 2% | 5% | 0% | 14% | -6%
O=C(CSCc1ccccc1Cl)NCCSc1ccccn1 | 0 | 5 | -7% | 4 | -1% | 8% | -2% | u | 0%
O=C(NCc1ccc2c(c1)OCO2)c1nn2cccnc2c1Cl | -4 | 3 | 3% | 29 | -9% | 11% | -2% | 4% | -4%
CN(CC(=O)Nc1sc2c(c1C#N)CCCCC2)Cc1nc2ccccc2c(=O)[nH]1 | 7 | -6 | -22% | 1 | -7% | 10% | -16% | 16µM* | -6%
CC(C)(C)OC(=O)N1CCC[C@H]1C(=O)N/N=C/c1ccc2nccnc2c1 | 8 | 6 | 0% | 17 | -13% | 5% | -3% | 1% | -14%
O=C(CCC(=O)OCCOc1ccccc1)OCCOc1ccccc1 | -6 | 0 | 0% | -11 | 26% | -1% | 9% | -1% | x
CCn1c(CN2CCN(c3ccc(Cl)cc3)CC2)nc2ccccc21 | -1 | -13 | u | u | -8% | 7% | -21% | u | -7%
O=C(NC(=S)Nc1ccc(N2CCOCC2)cc1)c1cccc(Cl)c1Cl | 6 | 9 | 2% | 8 | 24% | 1% | 15% | -18% | -3%
COc1ccc(C)cc1NC(=O)C(OC(=O)c1cnc(C)cn1)c1ccccc1 (stereo not drawn) | 0 | -14 | 0% | 20 | 10% | 3% | 12% | -24% | -1%
O=C(/C=C/c1ccc(Cl)cc1Cl)N(Cc1ccc(Cl)cc1)C1CCS(=O)(=O)C1 (stereo not drawn) | -10 | 0 | u | 9 | 0% | -10% | -3% | 5.8µM* | 0%
CCCC(=O)NCCc1cc(OC)c(OC)cc1Br | -1 | 2 | 14% | -4 | 23% | 4% | 19% | 3% | 0%
O=C(NCC1CC1)c1cccc2c1C(=O)c1ccc(-c3ccc(OC(F)(F)F)cc3)cc1S2(=O)=O | -32 | 15 | 4% | 1 | 0% | 2% | 7% | 14% | -7%
CCC(=O)N1c2ccc(S(=O)(=O)CCC(=O)N3CCN(c4ccccc4)CC3)cc2CC1C (stereo not drawn) | -3 | -17 | 0% | 2 | -4% | -6% | -2% | -28% | 2%[9.22 µM]
COCCNC(=O)C(c1cccs1)N(C(=O)Cn1nnc2ccccc21)c1ccccc1 (stereo not drawn) | -4 | -1 | -3% | -7 | 16% | 2% | 18% | -5% | -5%
O=C(c1cccs1)N1CCN(c2cccc(Cl)c2)CC1 | 4 | -14 | 3% | 1 | 1% | 5% | 0% | 20% | -11%
CC(C)Cc1nn2c(N)c(/C=C3\C=Nc4ccccc43)c(=O)nc2s1 | -16 | 0 | 10% | -17 | -10% | 0% | -1% | 2% | -19%
CC1(C)CC(=O)C=C(c2cccc(O)c2)C1 | 3 | 0 | 1% | 18 | 21% | -2% | 6% | 10% | 2%
Cc1ccc2oc(C(Cl)(Cl)Cl)cc(=O)c2c1 | -2 | -100* | -22% | 7 | 10µM* | 15% | u | -29% | -1%

A section from the list above, for reference:
SMILES | D3 ag | IL1B secr inh | KB-3-1 cytotox | DRD3 antagonist | HT1080NT lethal | GLP-1R agonist | HT1080 IDH1KD tx | KB-V1 MDR tox | SW480 rereplic
CC1(C)CC(=O)C=C(c2cccc(O)c2)C1 | 3 | 0 | 1% | 18 | 21% | -2% | 6% | 10% | 2%
Cc1ccc2oc(C(Cl)(Cl)Cl)cc(=O)c2c1 | -2 | -100* | -22% | 7 | 10µM* | 15% | u | -29% | -1%

Following part.
SMILES | D3 ag | IL1B secr inh | KB-3-1 cytotox | DRD3 antagonist | HT1080NT lethal | GLP-1R agonist | HT1080 IDH1KD tx | KB-V1 MDR tox | SW480 rereplic
CCS(=O)(=O)N1Cc2ccccc2CC1C(=O)Nc1nccs1 (stereo not drawn) | 6 | 57 | 1% | 10 | 1% | 0% | 3% | 3% | -9%
CCCCn1c(-c2cccc3ccccc23)nc2cc3[nH]c(=O)c(C(C)C)nc3cc21 | 3 | -13 | -15% | -2 | -29% | -3% | -7% | 3% | -3%
COc1cccc2c(=O)n(CC(=O)NCCc3ccccc3)ccc12 | -12 | 11 | 4% | 16 | 11% | -4% | 4% | -9% | -6%
CN(C(=O)OCc1ccccc1)C(CC(N)=O)C(=O)O (stereo not drawn) | -12 | 0 | 6% | -99* | 7% | -2% | 10% | 0% | -2%
Cc1c(NS(=O)(=O)N2CCCC2)c(=O)n(-c2ccccc2)n1C | -4 | 1 | 5% | -27 | -2% | 6% | 0% | 8% | 1%
Cc1cccc(C(=O)O/N=C2\CCSc3ccc(C)cc32)c1 | 10 | 11 | -13% | 32 | 20% | -10% | -1% | -20% | -17%
C=C1CCN([C@@H](Cc2ccccc2)C(=O)NCc2ccc(Cl)c(Cl)c2)S(=O)(=O)c2ccccc21 | -11 | -17 | -27% | 10 | 0% | 3% | -14% | 4% | 17%
Cc1c(C(=O)N2CCN(S(=O)(=O)c3ccc(F)cc3)CC2)oc2ccccc12 | 5 | -10 | -1% | 3 | 8% | 2% | 4% | -11% | -11%
COc1ccc(OC)c(NC(=O)Cn2c(=O)n(CC(=O)NCc3ccco3)c(=O)c3ccccc32)c1 | 2 | 43 | -3% | 3 | 2% | 11% | 15% | -4% | 1%
COc1ccccc1N1CCN(C(=O)CCC(=O)Nc2nnc(C(C)C)s2)CC1 | 3 | 18 | 0% | 6 | -1% | 3% | -2% | 2% | 2%
CCc1c(C)c2ccc(OCC(=O)OC(C)C)c(C)c2oc1=O | 41* | -14 | 5% | 56 | 1%[9.24 µM] | 6% | 8% | 5% | -2%
CC(C)(C)C(=O)/C=c1\[nH]c(=O)/c(=C\c2ccc(F)cc2)s1 | 4 | -8 | u | -7 | u | -12% | u | u | 15%
[2H]c1c([2H])c([2H])c(C(=O)c2sc(N3CCCCCC3)nc2-c2ccccc2)c([2H])c1[2H] | 0 | -14 | u | 9 | -25% | 1% | -25% | -12% | 1%
Cc1cc2nc(C(C)(C)C)cc(N)n2n1 | 14 | 20 | -3% | 1 | 5% | 0% | 2% | 18% | -50%[inhibitor]
CC1(C)CC(=O)C=C(C(=O)N2CCCC(C(=O)c3cccc(Cl)c3)C2)O1 (stereo not drawn) | -3 | -1 | -14% | -1 | 6% | 0% | 4% | u | -2%
CC(C)(C)NC(=O)C(c1ccc(F)cc1)N(Cc1ccco1)C(=O)CCC(=O)Nc1ccccn1 (stereo not drawn) | 1 | 0 | 6% | -10 | 0% | 6% | 4% | u | 0%
CN(Cc1c(F)cccc1Cl)C(=O)c1cccc(S(=O)(=O)N2CCN(Cc3ccccc3)CC2)c1 | 5 | -27 | -2% | -1 | -4% | 4% | -2% | -16% | 7%
COC(=O)c1sc(NC(=S)NC(=O)c2cccc(Br)c2)nc1C | -4 | -9 | 0% | -10 | 0% | 3% | 1% | -1% | -3%
COc1cc(-c2nc(C(F)(F)F)c(OC)o2)cc(OC)c1OC | -3 | 0 | 0% | -4 | -5% | -3% | -7% | -23% | 5%
Cc1c[nH]c2ccccc12 | 4&6 | -2 | 0% | 1 | 17% | 0%&2% | -1% | 15% | -108%&0%[inhibitor]
Cc1c(N=C2SCC(=O)N2/N=C\c2ccc(Br)cc2)c(=O)n(-c2ccccc2)n1C | -17 | -4 | 10% | -22 | 20% | 0% | 1% | 8% | 6%
COc1cc(C(=O)NC(c2ccccc2)c2ccccc2)cc(Cl)c1OC | -14 | 0 | -2% | -20 | 7% | 1% | 7% | -1% | -1%
C/C(CC(=O)Nc1ccc2c(c1)OCCO2)=N\NC(=O)c1ccccc1Cl | -7 | 16 | -7% | 4 | 15% | 11% | 0% | 2% | 3%
Cc1ccc2c(c1)c(C)cc[n+]2Cc1ccccc1 | -2 | 19 | 8.2µM* | 5 | 1% | -8% | u | 6% | 1%
CCOc1cc(C(C(=O)NCC2CCCO2)N(C(=O)Cn2nnc3ccccc32)c2ccccc2OC)ccc1O (stereo not drawn) | 5 | 26 | -2% | 12 | -26% | 1% | -3% | -2% | 0%
COc1ccc(C(=O)n2nc(C#N)c(C#N)c2N)cc1 | -6 | -3 | 2% | 0 | 6% | -1% | -1% | 19% | -4%
O=C(CN1CCCc2ccccc21)N/N=C/c1ccc(F)cc1F | -1 | -2 | 5% | 0 | 6% | 15% | -14% | 0% | -3%
Cc1ccc(S(=O)(=O)N2CC3CCC2C3)cc1 (stereo not drawn) | -15 | 0 | -5% | 0 | 12% | 26% | 8% | 0% | -3%
O=C1C(=Cc2ccc(Cl)cc2)Cc2ccccc21 | -2 | 17 | 7% | 0 | 20% | 3% | 23% | -14% | x
Cc1cc(C(=O)N2CCC(Cc3ccccc3)CC2)no1 | -5 | u | 3% | -22 | u | 7% | 13% | 0% | -27%

High-throughput results deposited in PubChem BioAssay by National Center for Advancing Translational Sciences (NCATS).
